Pf growth 48h: Primary qHTS for delayed death inhibitors of the malarial parasite plastid, 48 hour incubation | Potency, µM (series often up to 28.7 µM), without a hit: at the top dose activity change, negative = inhibition, most hits filed as inhibitors | AID 504832, 2011 | P. falciparum luciferase growth in erythrocytes, 48 h | 310,000 compounds, 5.9% hits; also: potency is read from the fitted curve at half-maximal effect; % is scaled to controls: 0 for no effect and ±100 for the full control effect
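Luciferase-expressing P. falciparum in infected erythrocytes (2% hematocrit, 0.1% parasitemia final) in RPMI 1640/0.5% Albumax were exposed to compound for 48 hours at 37 C, 5% CO2; growth read as luminescence.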
AMA1-RON2 inh: qHTS for Inhibitors of AMA1-RON; Towards Development of Antimalarial Drug Lead: Primary Screen. Plasmodium falciparum AMA1 (3D7) - RON2 peptide interaction. AlphaScreen AMA1-biotinylated RON2 peptide binding. Potency, µM (titrated, usually from 58.2 µM), for the others: top-dose activity change, negative = inhibition, usual class: inhibitors. 360,000 compounds, 0.2% hits;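 also: potency is read from the fitted curve at half-maximal effect; 0% = vehicle wells and -100% = peptide control; nearly all actives have a fitted effect of over 45% in size; some results filed as inactive show a strong effect at the top dose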
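AMA1 (3D7) with his tag at 25 nM final met compounds first, then biotinylated RON2 peptide at 25 nM; detection used donor plus acceptor beads, 10 µg/mL apiece, read by AlphaScreen after 30 min at room temperature.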
CHX counter: Cycloheximide Counterscreen for Small Molecule Inhibitors of Shiga Toxin; 300,000 compounds, 12% hits; AID 2314, 2010; max response, %; cell reporter, cycloheximide protein synthesis inhibition counterscreen; in the data active = max response mostly above about 13%, no sharp cut-off; inactive = mostly below about 14%; also: read at 38.3 µM for the half of the compounds with a filed dose; 0% is about no effect
Shiga inhibitor: A qHTS for Small Molecule Inhibitors of Shiga Toxin | 290,000 compounds, 9.2% hits | Vero cells, Shiga toxin protein synthesis inhibition reporter | inhibition, % at 38.7 µM | AID 2315, 2010; in the data active = inhibition mostly above about 28%, no sharp cut-off; inactive = mostly below about 43%; also: 0% is about no effect
TbPYK inhibitor: qHTS of Trypanosoma Brucei Inhibitors; Potency, µM (top dose mostly 76.8 µM), for inactives: at the top dose activity, negative = inhibition, actives largely listed as inhibitors; AID 624173, 2012; TbPYK enzyme, Kinase-Glo Plus ATP luminescence, 45 min; 410,000 compounds, 0.12% hits; also: potency is read from the fitted curve at half-maximal effect; % is scaled to controls: 0 for no effect and ±100 for the full control effect; nearly all actives have a fitted effect of over 50% in size
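Luminescent Kinase-Glo Plus end-point after 45 min room-temperature reaction of T. brucei pyruvate kinase started with 130 uM ADP (final). Buffer TEA 50 mM pH 7.2 with KCl, MgCl2, BSA, Tween-20; titration-based qHTS with fitted concentration-effect curves.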
Pf growth 96h: Primary qHTS for delayed death inhibitors of the malarial parasite plastid, 96 hour incubation; P. falciparum luciferase reporter growth, 96 h; 320,000 compounds, 6.9% hits; AID 504834, 2011; Potency, µM (series often up to 28.7 µM), inactives show top-dose activity change, negative = inhibition, most hits filed as inhibitors; also: potency is read from the fitted curve at half-maximal effect; % is scaled to controls: 0 for no effect and ±100 for the full control effect
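Infected RBCs, 2% Hct / 0.05% parasitemia final; luciferase-reporter P. falciparum; cpd 96 h, 37 C, 5% CO2; luciferase detection reagent; luminescence.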
LmPK inhibitor: qHTS Assay for Inhibitors of Leishmania Mexicana Pyruvate Kinase (LmPK) | 290,000 compounds, 0.37% hits | purified LmPK, Kinase-Glo ATP luminescence, 1 h | Potency, µM (series often up to 57.5 µM), for the others: top-dose activity change, negative = inhibition, usual class: inhibitors | AID 1721, 2009; also: potency is read from the fitted curve at half-maximal effect; % is scaled to controls: 0 for no effect and ±100 for the full control effect
Target sequence (Q27686 whole entry, looked up): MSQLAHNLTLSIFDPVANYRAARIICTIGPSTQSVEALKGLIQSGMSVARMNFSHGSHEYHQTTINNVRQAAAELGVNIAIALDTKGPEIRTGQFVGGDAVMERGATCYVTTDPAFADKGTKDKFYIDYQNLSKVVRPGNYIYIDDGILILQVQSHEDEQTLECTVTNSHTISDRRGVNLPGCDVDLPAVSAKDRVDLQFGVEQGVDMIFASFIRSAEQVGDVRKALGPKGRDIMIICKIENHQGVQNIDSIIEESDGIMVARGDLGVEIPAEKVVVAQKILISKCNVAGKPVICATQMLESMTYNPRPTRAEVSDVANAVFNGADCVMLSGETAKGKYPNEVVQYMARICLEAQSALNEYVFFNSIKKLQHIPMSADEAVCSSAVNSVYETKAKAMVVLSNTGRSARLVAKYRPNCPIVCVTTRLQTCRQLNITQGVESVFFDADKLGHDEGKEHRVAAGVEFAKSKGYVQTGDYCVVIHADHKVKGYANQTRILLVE
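In 50 mM imidazole pH 7.2 with 7 mM MgCl2, LmPK (0.1 nM) turned over PEP (0.5 mM) and ADP (0.1 mM) for 1 h at room temperature. Luciferase read-out of ATP.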
* = called active by the depositor; ? = inconclusive; nt = no result given; & = joins results of further samples; [ ] = another dose, or the depositor's remark. Unless noted, calls follow the shape of the dose curve; as a rule, active = well fitted curve in the direction sought with a large enough effect; inconclusive = small, poorly fitted or top-dose-only effect, or another doubt; inactive = no such curve, though single readings can be large; an effect the other way counts as inactive or inconclusive.

Order of values – Pf growth 48h, AMA1-RON2 inh, CHX counter, Shiga inhibitor, TbPYK inhibitor, Pf growth 96h, LmPK inhibitor
> COc1ccc(-n2ncc3c(=O)n(CC(=O)Nc4ccc(S(=O)(=O)N5CCOCC5)cc4)cnc32)cc1
→ 2%, -23%, 8, -11, -8%, ?, 2%
> Cc1c(O)cccc1C(=O)N[C@@H](CSc1ccccc1)[C@H](O)CN1C[C@H]2CCCC[C@H]2C[C@H]1C(=O)NC(C)(C)C
→ 6.6µM*, -6%&-4%, 14&6, 20&-5, 0%&0%&3%, ?, -4%
> COc1ccc(/C=C2/SC(=O)N(CC(=O)Nc3cc(C)on3)C2=O)cc1OC
→ 22%, 11%, 6, 20, -4%, -16%, 1%
> O=C(CCN1C(=O)S/C(=C\c2ccc(F)cc2)C1=O)Nc1ccc(O)cc1C(=O)O
→ 9%, -9%, 5, 14, -12%, ?, 13%
> COc1ccc(N2C(=O)C(CC(=O)Nc3ccc(F)cc3)N(CCc3cccs3)C2=O)cc1 (configuration not stated)
→ -17%, -7%, 9, -13, -1%, -25%, 1%
> CCN1CCN(C(c2cccs2)C(C)NC(=O)CC(C)C)CC1 (configuration not stated)
→ -25%, 0%, -4, -6, -1%, ?, 2%
> CC1(C)Cc2nc(-c3ccccc3)nc(SCC(=O)N3CCCC3)c2CO1
→ ?, 11%, -2, 1, -11%, ?, 7%
> O=C(CSc1nc2ccsc2c(=O)n1Cc1ccccc1)NCC1CCCO1 (configuration not stated)
→ 11%, 17%, 9, -3, 2%, -7%, 6%
> C/C(=N\NC(=O)C(O)c1ccccc1)c1cccnc1 (configuration not stated)
→ 20%, 16%, -3, -3, -2%, ?, 2%
> N#CC1(P(=O)(c2ccccc2)c2ccccc2)CCCC1
→ -5%, -3%, 6, -9, -16%, 10%, -3%
> COc1ccc(NC(=O)CSc2nnc(-c3cccs3)n2C)cc1OC
→ ?, 0%, -5, -14, 0%, 11%, 3%
> NC(=O)c1cc(S(=O)(=O)NCc2cccc(Br)c2)cs1
→ 22%, -1%, -1, -6, 9%&-3%, ?, -1%
> Cc1cc(C)n2nc(SCCC(=O)NCCc3ccccc3)nc2n1
→ nt, -8%, -2, -15, -2%, ?, -2%
> Cc1cc(NC(=O)C2CCCCC2)nc2c1c(=O)oc1ccccc12
→ 15%, -11%, 5, -17, -10%, 6.6µM*, 1%
> Cc1ccc(NC(=O)COC(=O)CN2C(=O)C3CCCCC3C2=O)cc1C (configuration not stated)
→ -16%, 11%, nt, nt, -6%, -14%, nt

(cont.)
Order of values – Pf growth 48h, AMA1-RON2 inh, CHX counter, Shiga inhibitor, TbPYK inhibitor, Pf growth 96h, LmPK inhibitor
> Cc1ccc(Cl)cc1NC(=O)c1cc2ccccc2cc1O
→ 0.93µM*, -1%, 9, 19, 0%, 0.29µM*, 2%
> Cc1ccccc1NC(=O)C1Cc2ccccc2CN1C(=O)OCc1ccccc1 (configuration not stated)
→ -23%, -6%, -3, 12, 1%, 13µM*, -1%
> O=C(NC1CCCCC1)C(c1ccccn1)N(C(=O)c1csnn1)c1ccccc1F (configuration not stated)
→ -3%, 11%, -2, -7, -8%, 14%, -3%
> c1ccc(-c2nc(-c3cccs3)[nH]c2-c2ccccc2)cc1
→ -8%, -4%, 2, -11, -3%, -24%, 3%
> Cc1ccc(C)c(N(CC(=O)NCc2ccc3c(c2)OCO3)C(=O)CCC(=O)Nc2ccccn2)c1
→ -27%, 8%, -4, 0, -5%, ?, 0%
> C=CCNC(=S)Nc1cccc2ccccc12
→ 6%, -3%, 4, 17, 0%, 1%, 2%
> COC(=O)COc1ccc(NC(=O)Cn2nc(-c3ccccc3)c3ccccc3c2=O)cc1
→ 19%, -10%, 2, -5, -10%, -25%, -2%
> O=C(CN1CCN(CC(=O)Nc2ccccn2)CC1)Nc1ccccn1
→ 1%, 0%, -3, -10, -4%, ?, 0%
> Cc1ccnc2nc(C(=O)OC(C)C(=O)NCc3ccccc3)nn12 (configuration not stated)
→ -17%, -1%, nt, nt, -12%, 9%, nt
> CN(C)CCCn1c(=S)[nH]c2ccccc2c1=O
→ 13%, 9%, -2, -17, 5%, 15%, 5%
> Cc1cc(C)cc(OCCn2c(C3CC(=O)N(c4ccccc4Cl)C3)nc3ccccc32)c1 (configuration not stated)
→ ?, nt, nt, nt, 2%, ?, nt
> CSc1nc(Nc2ccc(Cl)cc2)c(C#N)c(=O)[nH]1
→ 23%, 5%, -2, nt, 1%, -11%, 7%
> Cn1c(C(=O)Nc2ccc(Cl)cc2)cc2cc(Cl)ccc21
→ 3%, 0%, -4, -5, -9%, ?, 0%
> CCN(CC)S(=O)(=O)c1cccc(S(=O)(=O)N2CCCCC2)c1
→ nt, 5%, 4, 17, -2%, 0%, 0%
> OCCN1C[C@H](O)[C@@H](O)[C@H](O)[C@H]1CO
→ nt, nt, -2, -1, nt, nt, -1%

Ordered by heavy-atom count (smallest number first): part of the list above
Order of values – Pf growth 48h, AMA1-RON2 inh, CHX counter, Shiga inhibitor, TbPYK inhibitor, Pf growth 96h, LmPK inhibitor
> C=CCNC(=S)Nc1cccc2ccccc12
→ 6%, -3%, 4, 17, 0%, 1%, 2%
> c1ccc(-c2nc(-c3cccs3)[nH]c2-c2ccccc2)cc1
→ -8%, -4%, 2, -11, -3%, -24%, 3%
> Cc1ccccc1NC(=O)C1Cc2ccccc2CN1C(=O)OCc1ccccc1 (configuration not stated)
→ -23%, -6%, -3, 12, 1%, 13µM*, -1%

More entries follow:
Order of values – Pf growth 48h, AMA1-RON2 inh, CHX counter, Shiga inhibitor, TbPYK inhibitor, Pf growth 96h, LmPK inhibitor
> Cc1ccsc1C(C(=O)NC(C)(C)C)N(C(=O)c1csnn1)c1ccccc1 (configuration not stated)
→ ?, 3%, 7, -5, 2%, -1%, 2%
> O=C(NCCc1ccc(F)cc1)c1cccs1
→ 143%[activator], -5%, 26*, 91*, -7%, ?, -4%
> O=C(CN(C(=O)Cn1nnc(-c2cccs2)n1)c1ccc2c(c1)OCCO2)NCC1CCCO1 (configuration not stated)
→ 6%, 0%, -2, -6, -7%, ?, -1%
> Nc1nc(-c2ccco2)c(-c2ccco2)s1
→ ?, -26%, -3, -8, -9%, ?, -4%
> CC(C)(C)c1ccc(S(=O)(=O)C(C)(C)C)cc1
→ ?, 6%, 9, 32, 7%, 105%[activator], -3%
> O=C(O)c1ccc2nnn(O)c2c1
→ -2%, -8%, 6, 5, 5%, 19%, -3%
> O=c1[nH]n2c(=O)c3c([nH]c2c1N=Nc1ccccc1)CCC3
→ -20%, 61%[activator], -2, -6, -20%, ?, 0%
> COc1ccc(CC(=O)N2CCOCC2)cc1
→ -11%, -13%, 4, -39, -25%, ?, 4%
> CC1CC(C)(C)NC(=S)O1 (configuration not stated)
→ -5%&4%, 0%&-4%, -6&-1, 3&-15, -1%&-6%, 9%&27%, -4%&-1%
> NC(=O)CC(NC(=O)Cc1ccc(Br)cc1)c1ccc(N2CCN(c3ccccc3)CC2)c([N+](=O)[O-])c1 (configuration not stated)
→ ?, -12%, 7, -6, 1%, ?, 5%
> O=C(c1ccco1)c1cc2c(ccc3ccccc32)oc1=O
→ 4%, -7%, 2, -14, 3%, -25%, -4%
> Cc1ccc(-n2nnnc2-c2ccccc2)cc1
→ -10%, -13%, 6, -8, 0%, 65%[activator], 7%
> COc1ccc(NC(=O)CN2C(=O)COc3ccc(S(=O)(=O)N4CCOCC4)cc32)c(OC)c1
→ 0%, -5%, -3, -3, 3%, ?, -1%
> Cn1cncc1C#Cc1c(C=O)n(C)c2ccccc12
→ 12µM*, 11%, nt, nt, -3%, ?, nt
> C/C=C/c1ccc(OCC(=O)OCC2=C(C(=O)OCC)C(C)NC(=O)N2)c(OC)c1 (configuration not stated)
→ 2%, -5%, nt, nt, -1%, 36%[activator], nt

More records follow:
Order of values – Pf growth 48h, AMA1-RON2 inh, CHX counter, Shiga inhibitor, TbPYK inhibitor, Pf growth 96h, LmPK inhibitor
> COCCNC(=O)CCN1N=C(c2ccccc2)CCC1=O
→ 27%[0.00184 µM], -7%, -5, -11, 4%, ?, 1%
> COc1ccc(C(=O)NC(=S)N2CCN(c3ccccc3OC)CC2)cc1OC
→ 0%, 113%[activator], -1, -9, -12%, 41%[activator], 2%
> CCCc1cc(=O)oc2cc(C)cc(OCC(=O)NC3CCN(Cc4ccccc4)CC3)c12
→ ?, 32%[activator], -1, 3, 6%, ?, 11%
> O=C(NNC(=O)c1ccc(Cl)c(S(=O)(=O)Nc2ccc(Cl)cc2)c1)c1ccc(=O)[nH]c1
→ 0%, 42%[activator], nt, nt, -7%, ?, nt
> COc1cc(NC(=O)COC(=O)CNC(=O)c2cc(C)cc(C)c2)c(C)cc1[N+](=O)[O-]
→ -9%, 15%, -4, -13, 0%, -9%, 3%
> Cc1sc2c(c1C)C(=O)/C(=C\Nc1ccccn1)S(=O)(=O)N2C
→ ?, -2%, -2, -1, 1%, 11%, -1%
> CCC(C(=O)NCCc1ccc(OC)c(OC)c1)n1nc(C)n2c(cc3occc32)c1=O (configuration not stated)
→ -23%, -7%, -1, -3, 1%, ?, 3%
> COC(=O)c1ccc2nc(C(F)(F)F)[nH]c2c1
→ -14%, -2%, 17*, 11, -6%, 32%[activator], -1%
> CC(C)CCCCCCc1ccc(O)cc1
→ -19%, nt, nt, nt, -5%, -14%, nt
> Cc1nnc2ccc(-c3cccc(NC(=O)c4ccc(Br)o4)c3)nn12
→ -13%, -28%, -6, 48, -1%, ?, 10%
> CCOC(=O)c1ccc(N=Cc2c(O)n(-c3ccccc3F)c(=S)[nH]c2=O)cc1
→ 9%, 7%, 8, 3, 4%, 20%, 8%

Compound profiles, as listed above. Order of screens: Pf growth 48h	AMA1-RON2 inh	CHX counter	Shiga inhibitor	TbPYK inhibitor	Pf growth 96h	LmPK inhibitor
CC(C)CCCCCCc1ccc(O)cc1 in the list: -19%	nt	nt	nt	-5%	-14%	nt
CCC(C(=O)NCCc1ccc(OC)c(OC)c1)n1nc(C)n2c(cc3occc32)c1=O (configuration not stated) in the list: -23%	-7%	-1	-3	1%	?	3%
COc1cc(NC(=O)COC(=O)CNC(=O)c2cc(C)cc(C)c2)c(C)cc1[N+](=O)[O-] in the list: -9%	15%	-4	-13	0%	-9%	3%
Cc1sc2c(c1C)C(=O)/C(=C\Nc1ccccn1)S(=O)(=O)N2C in the list: ?	-2%	-2	-1	1%	11%	-1%
